Assay outcomes as filed in PubChem.
IDE act: activators of human insulin-degrading enzyme in cells. HEK cells, FAbeta-B cleavage, fluorescence polarization; 0% vehicle, 100% cell-free pure enzyme wells. P14735. 340,000 tested, 0.073% active. activation, % at 5.96 µM. AID 493087;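 active means activation above the mean of all tested compounds plus 3 SD, set per screening campaign, cut at about 17% in these data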
MEKK2 mut-MEK5: signal of MEK5 binding to mutant human MEKK2 PB1 domain; bead flow cytometry, Alexa488-MEK5 binding to MEKK2 mutant; percent response, % at 10 µM; 290,000 tested, 0.35% active; in the data active means percent response above about 24%, passing the limit was not always enough; further: inactives centre near 1; some results filed as inactive read as strong as hits; reference of the scale not given here
p-CIP stab down: lowers stability of the mouse p/CIP coactivator protein; Q05BA5; F442A p/CIP-EGFP cells, EGFP fluorescence, 16 h; decrease of EGFP signal, % at 10 µM; 290,000 tested, 0.01% active;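 active means EGFP signal decrease of at least 30% at 10 µM or well 3 SD below plate mean, unless failing retest; inactive means the rest, including hits failing retest or dose response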; further: some compounds called inactive have numbers as strong as hits; many of its hits are not listed in these tables
SUMO HTRF inh: SUMOylation inhibition | inhibition, % at 35 µM | AID 2006 | P63279 | HTRF SUMOylation assay, SAE1/SAE2 + UBC9, in vitro | 290,000 tested, 0.36% active; in the data active means inhibition above about 50%, passing the limit was not always enough; further: strong numbers were not always called active
Target sequence (P63279 whole entry, looked up): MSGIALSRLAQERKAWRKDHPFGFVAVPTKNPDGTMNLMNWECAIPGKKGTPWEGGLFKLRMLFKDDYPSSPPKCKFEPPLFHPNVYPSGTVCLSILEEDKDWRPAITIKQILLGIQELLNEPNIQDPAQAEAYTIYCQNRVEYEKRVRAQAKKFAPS
M18AAP inhibitor: blocks P. falciparum M18 aspartyl aminopeptidase. recombinant PfM18AAP, H-Glu-NHMec fluorogenic cleavage. inhibition, % at 7.35 µM. 290,000 tested, 1.2% active. AID 1822;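 active means inhibition above the campaign mean inhibition over all tested compounds plus 3 SD, cut at about 28% in these data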;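 further: 0% = plate median of test compound wells and 100% = 2 mM ZnCl2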
IDE inh: inhibitors of human insulin-degrading enzyme in cells; inhibition, % at 5.59 µM; 320,000 tested, 0.41% active; HEK cells, FAbetaB cleavage, fluorescence polarization; P14735;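 active means percent inhibition above the average of all tested compounds plus 3 SD, set per screening campaign, cut at about 16% in these data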;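 further: IDE supplied by intact live HEK cells; FP after avidin binding of uncleaved biotin substrate so inhibition keeps polarization high; 0% = DMSO wells and 100% = 60 µM reference IDE inhibitor Ii1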
NALP1 yeast inh: NALP1 inhibition | S. cerevisiae NALP1/ASC/caspase-1 growth, X-gal OD620, 72 h | inhibition, % at 10 µM | 280,000 tested, 0.61% active | AID 2071; in the data active means inhibition mostly above about 24%, no sharp cut-off; inactive means mostly below about 32%; further: some compounds called inactive have numbers as strong as hits
MEKK2wt PB1 HTS: raises or lowers MEK5 binding to wildtype human MEKK2 PB1 domain; Q9Y2U5; bead flow cytometry, Alexa488-MEK5 binding to MEKK2 WT; actives lie on both sides; binding response (% of control), % at 10 µM; 290,000 tested, 1.1% active; AID 1531; in the data active means binding response below about 67% or above about 130%
MEKK3 PB1 HTS: MEKK3-MEK5 PB1 interaction, increase or decrease; Q99759; bead-based flow cytometry, Alexa488-MEK5 binding to MEKK3; actives lie on both sides; 0 = blocked by unlabeled MEK5, 100 = vehicle; binding response (% of control), % at 10 µM; 290,000 tested, 1.4% active; AID 1529;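 active means binding response more than 3 SD above or below the average of its plate-row segment, actives on both sides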;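 further: Alexa488 bead fluorescence after subtracting the streptavidin-only scavenger bead signal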
Target sequence (Q99759 whole entry, looked up): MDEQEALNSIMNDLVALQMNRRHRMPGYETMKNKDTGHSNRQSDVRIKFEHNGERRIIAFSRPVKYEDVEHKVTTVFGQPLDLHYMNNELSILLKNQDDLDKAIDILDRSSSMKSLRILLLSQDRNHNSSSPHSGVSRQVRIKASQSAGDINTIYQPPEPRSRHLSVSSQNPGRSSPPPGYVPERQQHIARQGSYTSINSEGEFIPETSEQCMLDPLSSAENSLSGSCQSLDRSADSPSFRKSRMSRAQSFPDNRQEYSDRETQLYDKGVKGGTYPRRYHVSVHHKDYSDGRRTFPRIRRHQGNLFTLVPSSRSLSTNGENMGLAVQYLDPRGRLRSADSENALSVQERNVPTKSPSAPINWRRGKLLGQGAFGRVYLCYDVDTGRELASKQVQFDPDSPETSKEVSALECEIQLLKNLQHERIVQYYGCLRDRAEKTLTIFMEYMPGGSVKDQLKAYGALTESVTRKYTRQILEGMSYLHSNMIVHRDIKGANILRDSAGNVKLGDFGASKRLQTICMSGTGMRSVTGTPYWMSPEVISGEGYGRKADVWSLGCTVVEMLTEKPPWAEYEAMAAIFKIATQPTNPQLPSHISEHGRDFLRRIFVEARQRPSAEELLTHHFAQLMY
* marks the source's active call; other numbers are inactive results; · = not tested or not shown.

1) Cc1ccc(-n2nc3ccc(N)cc3n2)cc1
2) COc1cc2ccccc2cc1C(=O)Nc1nccs1
3) Cc1occc1C(=O)NC(C)c1ccc2c(c1)OCO2 (stereo unspecified)
4) O=C(CCCn1nnc2ccccc2c1=O)N[C@@H](Cc1ccccc1)C(=O)O
5) O=C(Nc1ccccc1)N1CCCC1c1cccs1 (stereo unspecified)
6) CCC(C(=O)OC)n1cnc2c(nnn2-c2cccc(OC)c2)c1=O (stereo unspecified)
7) O=C(O)c1ccc(NS(=O)(=O)c2cccc(S(=O)(=O)c3ccc(Cl)c(Cl)c3)c2)cc1
8) CCOc1cc(/C=C(/C#N)c2nc3ccccc3[nH]2)ccc1OCc1ccc(C(=O)O)o1
Compound | 1 | 2 | 3 | 4 | 5 | 6 | 7 | 8
IDE act | 3 | 3 | 2 | 2 | 8 | 1 | 6 | -3
MEKK2 mut-MEK5 | 9 | 0 | -3 | -13 | 0 | 1 | -2 | -7
p-CIP stab down | -4 | 2 | 15 | -2 | -13 | 6 | -2 | -3
SUMO HTRF inh | 48 | 0 | -9 | 7 | 11 | -3 | 9 | -2
M18AAP inhibitor | -3 | -5 | -3 | -6 | 1 | -3 | -12 | -35
IDE inh | 5 | -1 | 1 | -2 | 5 | 7 | -6 | 4
NALP1 yeast inh | -4 | 16 | 33 | 6 | 13 | 10 | 2 | -4
MEKK2wt PB1 HTS | 107 | 104 | 95 | 88 | 99 | 103 | 101 | 86
MEKK3 PB1 HTS | 105 | 106 | 93 | 82 | 102 | 102 | 100 | 81

9) CN(C)CCCOC(=O)c1sc2ccccc2c1Cl
10) Cc1ccc(NC(=O)Cn2nnc(C(=O)NCc3cccs3)c2N)cc1
11) Cn1cc(S(=O)(=O)NCc2ccc3c(c2)OCO3)c(C(F)(F)F)n1
12) [N-]=[N+]=CC(=O)C(Cc1ccccc1)N1C(=O)c2ccccc2C1=O (stereo unspecified)
13) CCOC(=O)c1c(CN2CCN(CCO)CC2)n(-c2ccccc2)c2cc(Br)c(O)cc12
14) Cc1ccc(OCC(=O)NC(=S)Nc2ccc(Br)cn2)cc1C
15) COC(=O)c1ccc(CSc2nncn2C)cc1
16) COc1ccccc1-c1cc(C(=O)N/N=C/c2ccc(C)o2)c2ccccc2n1
Compound | 9 | 10 | 11 | 12 | 13 | 14 | 15 | 16
IDE act | 0 | -2 | 4 | -2 | 0 | 7 | 1 | 3
MEKK2 mut-MEK5 | -9 | -3 | -1 | 20 | 22 | 1 | 4 | -3
p-CIP stab down | -11 | -13 | -8 | 1 | -5 | -4 | 8 | -2
SUMO HTRF inh | 13 | 11 | 0 | 25 | 7 | 4 | 4 | -3
M18AAP inhibitor | 0 | 12 | -5 | -4 | 6 | 4 | 5 | 4
IDE inh | -6 | -5 | 6 | 2 | 4 | 0 | -3 | ·
NALP1 yeast inh | 1 | 0 | 5 | 7 | -7 | 19 | 5 | 26
MEKK2wt PB1 HTS | 101 | 92 | 98 | 110 | 128 | 104 | 106 | 90
MEKK3 PB1 HTS | 101 | 95 | 103 | 107 | 104 | 111 | 101 | 96

17) COC(=O)c1c(NC(=O)C(C)(C)C)csc1C
18) COc1ccc(OCc2nnnn2-c2ccccc2)cc1
19) Cc1ccc(NC(=S)NCC2CCCO2)cc1C (stereo unspecified)
20) Cc1cc(C)n2nc(S(=O)(=O)NC3CCCCC3)nc2n1
21) Cc1cccc(C(C)Nc2ccc([N+](=O)[O-])cn2)c1 (stereo unspecified)
22) CC(C)CCN1CC(C(=O)NCCC2=CCCCC2)CC1=O (stereo unspecified)
23) O=C(Nc1nccs1)c1sc2cc(Cl)ccc2c1Cl
24) CSc1nnc(C)c(=O)n1COC(=O)COc1ccc(Cl)cc1Cl
Compound | 17 | 18 | 19 | 20 | 21 | 22 | 23 | 24
IDE act | 4 | 2 | 7 | 1 | 3 | -2 | -3 | -2
MEKK2 mut-MEK5 | -13 | 8 | 0 | 2 | 3 | -3 | -2 | -1
p-CIP stab down | -14 | -12 | -5 | -10 | -29 | -10 | -8 | 10
SUMO HTRF inh | 7 | -7 | 17 | 3 | 8 | 17 | 25 | -39
M18AAP inhibitor | 0 | -17 | 1 | -6 | 0 | 1 | 3 | 0
IDE inh | 0 | 3 | -2 | 7 | 4 | -4 | 2 | 3
NALP1 yeast inh | 36 | 33 | 4 | 14 | 13 | -23 | 4 | 7
MEKK2wt PB1 HTS | 98 | 101 | 100 | 103 | 103 | 100 | 100 | 94
MEKK3 PB1 HTS | 94 | 104 | 98 | 104 | 106 | 101 | 104 | 95

Exported with values under each structure: twelve of the compounds above.
Results follow in this order: IDE act | MEKK2 mut-MEK5 | p-CIP stab down | SUMO HTRF inh | M18AAP inhibitor | IDE inh | NALP1 yeast inh | MEKK2wt PB1 HTS | MEKK3 PB1 HTS
10. Cc1ccc(NC(=O)Cn2nnc(C(=O)NCc3cccs3)c2N)cc1
  -2 | -3 | -13 | 11 | 12 | -5 | 0 | 92 | 95
11. Cn1cc(S(=O)(=O)NCc2ccc3c(c2)OCO3)c(C(F)(F)F)n1
  4 | -1 | -8 | 0 | -5 | 6 | 5 | 98 | 103
12. [N-]=[N+]=CC(=O)C(Cc1ccccc1)N1C(=O)c2ccccc2C1=O (stereo unspecified)
  -2 | 20 | 1 | 25 | -4 | 2 | 7 | 110 | 107
13. CCOC(=O)c1c(CN2CCN(CCO)CC2)n(-c2ccccc2)c2cc(Br)c(O)cc12
  0 | 22 | -5 | 7 | 6 | 4 | -7 | 128 | 104
14. Cc1ccc(OCC(=O)NC(=S)Nc2ccc(Br)cn2)cc1C
  7 | 1 | -4 | 4 | 4 | 0 | 19 | 104 | 111
15. COC(=O)c1ccc(CSc2nncn2C)cc1
  1 | 4 | 8 | 4 | 5 | -3 | 5 | 106 | 101
16. COc1ccccc1-c1cc(C(=O)N/N=C/c2ccc(C)o2)c2ccccc2n1
  3 | -3 | -2 | -3 | 4 | · | 26 | 90 | 96
17. COC(=O)c1c(NC(=O)C(C)(C)C)csc1C
  4 | -13 | -14 | 7 | 0 | 0 | 36 | 98 | 94
18. COc1ccc(OCc2nnnn2-c2ccccc2)cc1
  2 | 8 | -12 | -7 | -17 | 3 | 33 | 101 | 104
19. Cc1ccc(NC(=S)NCC2CCCO2)cc1C (stereo unspecified)
  7 | 0 | -5 | 17 | 1 | -2 | 4 | 100 | 98
20. Cc1cc(C)n2nc(S(=O)(=O)NC3CCCCC3)nc2n1
  1 | 2 | -10 | 3 | -6 | 7 | 14 | 103 | 104
21. Cc1cccc(C(C)Nc2ccc([N+](=O)[O-])cn2)c1 (stereo unspecified)
  3 | 3 | -29 | 8 | 0 | 4 | 13 | 103 | 106

Further structures:
25) CCOc1nc(-c2ccc(Cl)cc2)nc2ccccc12
26) Cc1ccc(S(=O)(=O)NC2CC2)cc1
27) CC(C(=O)Nc1ccc(C#N)cc1)N(C)CC(=O)Nc1ccccc1Br (stereo unspecified)
28) Cn1cccc1-c1nc2ccc(NC(=O)c3ccc([N+](=O)[O-])cc3)cc2[nH]1
Compound | 25 | 26 | 27 | 28
IDE act | 6 | 7 | 4 | -4
MEKK2 mut-MEK5 | -2 | 5 | -1 | -8
p-CIP stab down | -9 | 6 | -39 | -15
SUMO HTRF inh | -5 | 9 | 16 | 17
M18AAP inhibitor | -9 | -1 | -2 | -9
IDE inh | 5 | 3 | -3 | 8
NALP1 yeast inh | 12 | 2 | 14 | 8
MEKK2wt PB1 HTS | 97 | 106 | 101 | 90
MEKK3 PB1 HTS | 100 | 106 | 99 | 98

A portion of the library, so the mix of outcomes need not match the whole.
